# NOD2-RIPK2 inh: NOD2-RIPK2 binding disruptors in cells, primary screen, fluorescence, CHO cells, BLA complementation; Receptor-interacting serine/threonine-protein kinase 2 (Homo sapiens), O43353; CCF4 ratio; inhibition, % at 4.98 µM; actives 0.38% (n = 360,000); in the data active = inhibition above about 21%;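 also: 0% = vehicle only and 100% = reference blocker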
# Target sequence (O43353 whole entry, looked up): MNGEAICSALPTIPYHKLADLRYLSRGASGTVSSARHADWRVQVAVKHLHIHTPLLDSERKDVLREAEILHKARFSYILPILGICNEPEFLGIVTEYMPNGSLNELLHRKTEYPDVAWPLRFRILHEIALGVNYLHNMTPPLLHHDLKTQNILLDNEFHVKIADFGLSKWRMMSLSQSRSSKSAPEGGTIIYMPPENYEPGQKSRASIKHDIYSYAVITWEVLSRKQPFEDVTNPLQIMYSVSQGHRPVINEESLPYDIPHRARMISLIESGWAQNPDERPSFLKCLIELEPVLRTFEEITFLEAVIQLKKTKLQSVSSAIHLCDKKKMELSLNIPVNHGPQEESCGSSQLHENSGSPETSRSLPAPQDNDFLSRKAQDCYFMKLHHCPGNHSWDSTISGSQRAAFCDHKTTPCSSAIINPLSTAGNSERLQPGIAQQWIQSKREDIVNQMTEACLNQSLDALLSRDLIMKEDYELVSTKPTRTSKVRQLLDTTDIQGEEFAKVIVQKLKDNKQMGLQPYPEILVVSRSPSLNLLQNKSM
# LMP1 NFkB inh: EBV LMP1-driven NF-kappaB luciferase reporter inhibitors, primary screen, cell-based, luminescence, single point; actives 0.69% (n = 350,000); inhibition, % at 12.5 µM; LMP1-induced NF-kappaB luciferase reporter cells; AID 504558, 2011; in the data active = inhibition above about 41%;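 also: 0% = neutral control wells and 100% = reference inhibitor control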
# LRH-1 inv ag: LRH-1 (NR5A2) inverse agonists, primary screen, cell-based, luminescence, HEK293T, StAR-luciferase reporter; Nuclear receptor subfamily 5 group A member 2 (Homo sapiens), O00482; LRH-1 transfected, 24 h; inhibition, % at 3.6 µM; actives 0.13% (n = 360,000); AID 602396, 2012;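 active = inhibition above the mean inhibition of all tested compounds plus 3 SD, cut at about 73% in these data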;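 also: 0% = DMSO wells and 100% = reporter-only cells lacking LRH-1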
# NCOA3 inh: SRC3 coactivator transcriptional activity inhibitors, primary screen, cell-based, luminescence | Nuclear receptor coactivator 3 (Homo sapiens), Q9Y6Q9 | HEK293 GAL4-SRC3 luciferase reporter | inhibition, % at 3.6 µM | actives 0.17% (n = 360,000) | AID 588352, 2011;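 active = inhibition above a per-campaign cutoff, the mean of all compounds plus 3 SD, cut at about 60% in these data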;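 also: 0% = DMSO-treated cells and 100% = gossypol-treated cells at 36 µM; higher means less SRC3-driven luciferase light from the GAL4 reporter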
# SRC2 inh: inhibition of GAL4-SRC2 driven luciferase reporter, primary screen, SRC2 inhibitor project, cell-based, luminescence; inhibition, % at 9 µM; AID 651957, 2012; HEK293 GAL4-SRC2 luciferase reporter; Nuclear receptor coactivator 2 (Homo sapiens), Q15596; actives 0.17% (n = 370,000);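 active = inhibition above the mean inhibition of all tested compounds plus 3 SD, set per campaign, cut at about 52% in these data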;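 also: 0% = DMSO treated cells and 100% = cells given Gossypol at 36 µM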
# TWEAK Fn14 block: inhibitors of TWEAK-Fn14 signaling, primary screen, luciferase reporter cells, uHTS; inhibition, % at 10 µM; TWEAK-stimulated Fn14 reporter cells, luciferase luminescence, 8 h; actives 2% (n = 360,000); AID 1159606, 2016; in the data active = inhibition above about 50%
# SRC1 inh: SRC1 coactivator transcriptional activity inhibitors, primary screen, cell-based, luminescence | Nuclear receptor coactivator 1 (Homo sapiens), Q15788 | HEK293 GAL4-SRC1 luciferase reporter | inhibition, % at 3.6 µM | actives 0.12% (n = 360,000) | AID 588354, 2011;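 active = inhibition above the campaign mean plus 3 SD, with each screening campaign given its own cutoff, cut at about 60% in these data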;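 also: 0% = DMSO treated cells and 100% = gossypol at 36 µM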
# NR2F2 inh: NR2F2 transcriptional activity inhibitors, primary screen, cell-based, luciferase reporter, HEK293T, luminescence | inhibition, % at 8.6 µM | HEK293T NGFI-A luciferase reporter | actives 0.7% (n = 370,000);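 active = inhibition above a per-plate cutoff, mean inhibition of test wells between control levels plus 3 SD, cut at about 38% in these data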;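 also: cells cotransfected with COUP-TFII expression vector driving the NGFI-A reporter; 0% = median of COUP-TF2 test wells and 100% = reporter-only cells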
# Target sequence (P24468 whole entry, looked up): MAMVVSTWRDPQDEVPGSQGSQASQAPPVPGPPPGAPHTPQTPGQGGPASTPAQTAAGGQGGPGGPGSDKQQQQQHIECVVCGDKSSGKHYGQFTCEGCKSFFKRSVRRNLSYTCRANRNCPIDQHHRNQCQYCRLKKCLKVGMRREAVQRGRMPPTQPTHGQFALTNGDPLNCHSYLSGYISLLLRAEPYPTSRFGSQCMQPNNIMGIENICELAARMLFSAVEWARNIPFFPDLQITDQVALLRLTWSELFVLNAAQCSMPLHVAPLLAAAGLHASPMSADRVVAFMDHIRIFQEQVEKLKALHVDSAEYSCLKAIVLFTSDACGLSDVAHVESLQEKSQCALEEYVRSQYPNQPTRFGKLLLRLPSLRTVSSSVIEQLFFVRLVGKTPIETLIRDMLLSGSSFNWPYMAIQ
# TROY NFkB inh: inhibitors of TROY-driven NF-kB signaling, primary screen, Q293 LMP1-TROYcd cells, NF-kB luciferase, uHTS | Q293 LMP1-TROYcd NF-kB luciferase reporter, 4 h | inhibition, % at 10 µM | actives 0.98% (n = 360,000);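 active = compounds whose plate-normalised and pattern-corrected inhibition of the luciferase reporter signal at the single screening dose is 50% or more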
# TLR9-MyD88 inh: inhibitors of TLR9-MyD88 association in cells, primary screen, cell-based, CHO, BLA complementation, fluorescence; actives 0.21% (n = 340,000); CCF4 FRET ratio; inhibition, % at 4.98 µM;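 active = inhibition above the mean over all tested compounds plus 3 SD, cut at about 21% in these data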;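 also: 0% = DMSO only wells and 100% = clavulanate BLA inhibitor control wells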
# C8 TRAIL sens: viability loss with TRAIL in NB7+C8 cells, primary screen, TRAIL sensitizer project, cell-based, ATPlite luminescence; inhibition (viability loss, TRAIL sensitization), % at 10 µM; actives 1% (n = 360,000);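 active = compounds causing at least 50% loss of cell viability in the single-dose screen, relative to plate controls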
# Numbers without * were called inactive; nt = not tested or not shown. An excerpt, so the mix of outcomes need not match the whole.
SMILES	TLR9-MyD88 inh	SRC2 inh	SRC1 inh	TWEAK Fn14 block	NCOA3 inh	NOD2-RIPK2 inh	LMP1 NFkB inh	C8 TRAIL sens	TROY NFkB inh	NR2F2 inh	LRH-1 inv ag
O=C(Nc1ccc2nc3n(c(=O)c2c1)CCCCC3)c1ccccc1[N+](=O)[O-]	-17	-18	-12	-12	-24	-4	2	10	10	-5	9
CCOc1cc(/C=N/NC(=O)c2nn(C)cc2Br)ccc1OCc1ccccc1	9	-23	-29	21	3	-2	-11	10	26	-7	-46
CCc1nc2ccccc2c(C(=O)Oc2ccc(C(=O)OC)cc2)c1C	-3	1	-12	-9	15	-4	1	-2	-1	-7	6
CCO[C@H]1c2c(ccc3ccc(=O)oc23)OC(C)(C)[C@H]1O	2	1	-9	5	-14	-1	10	-18	0	-3	2
NC(=S)Cc1nc(-c2ccc(Cl)cc2)cs1	-12	10	-7	9	-20	-8	-42	4	14	16	6
CCN(CC)S(=O)(=O)c1ccc(NC(=O)C2c3ccccc3Oc3ccccc32)cc1	-4	4	-1	22	-38	-6	-3	20	6	-10	-17
COc1ccc(OC)c(NC(=O)CSC2=C(C#N)C(c3ccco3)C3=C(CCCC3=O)N2)c1 (configuration not stated)	-8	-5	-18	6	-27	-5	8	-16	4	15	7
Cn1ncc(Br)c1C(=O)N1CCN(C(=O)c2ccco2)CC1	-2	-3	-4	5	3	-12	10	2	6	8	10
O=C(c1cc(=O)[nH]c2ccccc12)N1CCN(S(=O)(=O)c2ccc(Cl)cc2)CC1	1	-7	-4	12	32	0	-1	22	9	12	-7
CCc1ccc(CNc2ccc3c(c2)ncn3CC)cc1	-6	-81	-84	-10	-104	-2	-17	-11	-26	-18	-59
Cc1nc(NC(=O)CN2CCOCC2)sc1C(=O)N(C)C	-5	-12	-7	-12	-2	11	-26	-8	-2	-2	2
CCn1c(SCc2nc3ccccc3[nH]2)nnc1-c1ccc(OC)cc1	-6	-1	-22	5	-13	-14	6	7	-10	14	12
CC(C)(C)NC(=O)CN(C(=O)C(=O)Nc1ccc2c(c1)OCCO2)C(C)(C)C	-15	5	4	-8	13	-12	-2	-6	18	8	-16
CCOC(=O)C1C(C)=CC(=O)CC1c1ccco1 (configuration not stated)	10	-8	-2	15	11	7	-3	4	nt	3	-5
Fc1ccc(COc2ccc(-c3nnco3)cc2)c(Cl)c1	-11	-34	-9	-59	-37	11	2	7	-28	-33	7

# Other structures
SMILES	TLR9-MyD88 inh	SRC2 inh	SRC1 inh	TWEAK Fn14 block	NCOA3 inh	NOD2-RIPK2 inh	LMP1 NFkB inh	C8 TRAIL sens	TROY NFkB inh	NR2F2 inh	LRH-1 inv ag
O=C(Nc1ccc(S(=O)(=O)N2CCOCC2)cc1)c1cccs1	0	3	12	6	-17	-4	-7	-16	-19	4	2
CCOC(=O)c1cc(C#N)c(N2CCN(C)CC2)nc1-c1ccccc1	-2	-13	-12	-13	13	3	7	6	20	12	2
CCOc1ccccc1NC(=O)Cn1nnc(C(=O)NCCc2ccc(OC)c(OC)c2)c1N	-2	-1	4	-6	5	3	0	-6	-7	12	19
O=[N+]([O-])c1cc(C(F)(F)F)ccc1NCCCN1CCOCC1	5	-5	-1	-8	3	6	-4	6	-5	-3	14
C[C@H](NC(=O)NCCc1ccccc1)C(=O)O	0	-12	-3	-21	2	-17	-5	-6	-33	0	4
COc1cccc(NC(=O)CN(C)C(=O)c2cn(-c3ccccc3)nc2-c2cccs2)c1	-18	-15	5	21	10	0	-8	0	20	-6	3
O=C(/C=C/Nc1ccc(F)cc1F)c1ccco1	0	-33	-120	73*	-93	1	15	92*	-13	-53	-94
COCCOC(=O)C1=C(C)NC2=C(C(=O)CCC2)C1c1cc2c(cc1Br)OCO2 (configuration not stated)	-2	7	-9	0	-8	-5	-6	-1	-2	3	-7
CN(C)c1ccc(/C=C/C=N/Nc2nc(N3CCOCC3)nc(N3CCOCC3)n2)cc1	0	3	-10	-9	-1	8	-2	-1	-4	8	-8
CCOC(=O)C1CCN(C(=O)c2ccccc2NS(=O)(=O)c2cc(C)ccc2C)CC1	-4	7	5	-3	0	-4	9	-6	-9	-13	-6
CCOC(=O)c1ccc(-n2cnc(-c3ccc([N+](=O)[O-])cc3)c2)cc1	nt	-66	-21	4	-17	-15	nt	17	-9	-21	-26
O=C(NCc1ccco1)/C(=C\C=C\c1ccccc1)NC(=O)c1ccccc1Br	0	6	10	7	10	-3	10	-3	70*	-1	16
Brc1ccc(-c2csc(N3CCOCC3)n2)cc1	2	-46	-96	-3	-79	-1	-42	11	-39	-76	-135
Cc1oc2cc(O)ccc2c(=O)c1Oc1ccccc1	-5	-12	-23	-4	-12	-2	-3	1	15	7	1
CN1CCc2c(OCC(=O)N3N=C(c4cccs4)CC3c3ccc(F)cc3)cccc2C1=O (configuration not stated)	-5	23	14	25	10	10	7	11	-25	-8	-9

# (more compounds)
SMILES	TLR9-MyD88 inh	SRC2 inh	SRC1 inh	TWEAK Fn14 block	NCOA3 inh	NOD2-RIPK2 inh	LMP1 NFkB inh	C8 TRAIL sens	TROY NFkB inh	NR2F2 inh	LRH-1 inv ag
COC(=O)c1c(NC(=O)C2CCCCC2C(=O)O)sc2c1CCCCC2 (configuration not stated)	-26	2	-24	-1	-23	-1	-31	-6	-64	-47	-65
CCOc1ccc2c(c1)sc(=NC(=O)C1CC1)n2C	0	-74	-108	-11	-91	-3	-21	22	-65	-42	-141
Cc1sc2ncnc(N3CCC(C(=O)N(CC(C)C)c4nc5ccccc5s4)CC3)c2c1C	-6	-10	2	-27	-20	-2	-3	-6	0	-10	-15
O=C(O)c1cccc(-n2cccc2/C=C2/NC(=O)N(Cc3ccccc3F)C2=O)c1	-2	-13	-23	13	-7	-1	-4	-9	-7	0	8
COc1ccc(NC(=O)c2c(Cl)nc3ccccn23)cc1	7	0	4	-11	-14	-7	5	-1	-14	-16	-9
CCc1ccc(N(CC(=O)NC2CCCC2)C(=O)CCC(=O)Nc2ccccn2)cc1	-7	-23	-13	6	1	-2	-6	8	2	-4	-6
COC(=O)Cc1ccc(N(Cc2ccccc2F)S(=O)(=O)c2ccc(Br)cc2)cc1	8	13	12	-3	0	6	5	2	-2	-9	4
O=S(=O)(Nc1ccc(N2CCCCC2)cc1)c1ccc(F)cc1	nt	-27	-1	12	-9	-5	nt	7	-11	-3	-6
Cc1ccccc1OCC(=O)NNC(=S)NC(=O)c1ccccc1[N+](=O)[O-]	-3	0	-10	5	10	-18	-5	-3	-18	1	0
O=S(=O)(CC(O)COc1ccc(Br)cc1)c1ccccc1 (configuration not stated)	-2	-1	-14	18	10	-2	-8	-1	7	-3	10
CCCCC(=O)NC(=S)NNC(=O)CC	-6	-1	2	-10	0	2	-5	5	-8	0	-3
CCCCOc1ccc(N2CC(C(=O)NCc3ccco3)CC2=O)cc1 (configuration not stated)	2	12	4	19	1	-6	-7	0	-29	2	2
CC(C)(C)C(=O)O/N=C(\N)Cc1ccc(-c2csnn2)cc1	2	18	-8	4	16	5	7	9	-13	-5	-1
O=c1[nH]c2ccc(Cl)cc2c(-c2ccccc2)c1N1CCN(CCO)CC1	3	-14	-1	-4	7	1	-6	20	7	3	3
Cc1ccc(N(Cc2ccc([N+](=O)[O-])cc2)C(=O)c2ccco2)cc1	9	3	-4	4	4	4	11	-16	-4	17	8

# (next part)
SMILES	TLR9-MyD88 inh	SRC2 inh	SRC1 inh	TWEAK Fn14 block	NCOA3 inh	NOD2-RIPK2 inh	LMP1 NFkB inh	C8 TRAIL sens	TROY NFkB inh	NR2F2 inh	LRH-1 inv ag
COc1ccc2nc(SCC(=O)N(C)CC(=O)Nc3ccc(F)cc3)[nH]c2c1	0	-7	-14	3	8	2	-5	9	-37	13	-7
COc1ccc(CCNC(=O)c2c(-c3ccccc3)noc2C)cc1OC	-9	-15	4	4	-20	-7	2	-12	-4	-34	-4
COc1ccc2cc(C(=O)Nc3ccc(O)cc3)sc(=O)c2c1OC	2	-51	-3	-12	-6	-6	-3	21	-2	-12	-16
COc1cc(C(=O)O/N=C(\N)c2ccccn2)cc(OC)c1OC	-10	-6	-8	-30	-4	0	-3	-15	-29	-7	-13
CCOC(=O)Cc1csc(NC(=O)c2c(-c3ccccc3)noc2C)n1	6	-30	4	13	13	11	2	-9	-3	7	-4
O=C(/C=C/c1cccc(F)c1)NCCCn1ccnc1	-7	20	7	-6	-13	-9	-1	-12	10	4	6
COC(=O)/C(=N/Nc1ccccc1OC)N1CCCc2ccccc21	-6	-6	6	-1	-15	-1	-3	9	14	-13	-6
COc1ccc([N+](=O)[O-])cc1NC(=O)CCN1CCN(CCO)CC1	3	9	-51	3	-6	-1	-2	-16	8	-2	2
Cc1nc(-c2cccc(NS(=O)(=O)c3ccc4ccccc4c3)c2)cs1	-11	-33	4	5	6	-10	-2	10	43	1	-6
O=C(O)C1C(c2ccccc2)C(C(=O)OCc2ccco2)C1c1ccccc1 (configuration not stated)	-8	2	11	8	-11	2	6	0	8	15	16
CCOC(=O)CNC(=O)c1cccnc1	3	-15	8	1	32	-5	-9	-3	1	11	0
Cc1ccc(N(CN2C(=O)NC(C)(C)C2=O)CN2C(=O)NC(C)(C)C2=O)cc1	12	8	4	-3	7	6	-10	-4	4	-14	6
CC1CCCN(CCCNC(=O)c2ccc(N3CCCC3=O)cc2)C1 (configuration not stated)	9	-6	-8	-2	18	-7	0	0	4	-8	1
Cc1cccc(C)c1NC(=O)C(C)c1ccc(-c2ccccc2)c(F)c1 (configuration not stated)	0	-15	10	18	27	-7	10	1	18	10	-8
Cc1ccc(C(=O)N2CCN(c3cccc(C)c3C)CC2)cc1S(=O)(=O)N1CCOCC1	1	11	0	5	-12	-1	3	30	-20	26	-25

# More entries follow.
SMILES	TLR9-MyD88 inh	SRC2 inh	SRC1 inh	TWEAK Fn14 block	NCOA3 inh	NOD2-RIPK2 inh	LMP1 NFkB inh	C8 TRAIL sens	TROY NFkB inh	NR2F2 inh	LRH-1 inv ag
O=C(NC1CC1)c1cccc(NC(=O)C2CCC2)c1	-4	-11	4	-14	9	-2	5	2	-12	2	-11
COc1cc(SC)ccc1C(=O)OCC(=O)N1CC(=O)Nc2ccccc21	4	-57	-17	-15	4	-19	6	6	-20	-16	-4
CCc1ccccc1NCc1cc(=O)oc2cc(C)ccc12	-2	-12	-27	7	-9	2	-9	5	-19	5	-17
COc1cc(C)c(C)cc1S(=O)(=O)n1c(C)nc2ccccc21	7	-8	-9	-8	-1	-55	2	-11	-14	10	8
N#Cc1c(/N=C/c2ccc(-c3ccccc3C(=O)O)o2)sc2c1CCCC2	-3	-16	-19	17	-21	-4	-17	-13	17	5	-37
CCC(=O)Nc1ccc2nc(C)n(Cc3ccccc3Cl)c(=O)c2c1	-3	-19	-10	6	-31	10	6	-5	-10	14	12

# High-throughput results as filed in PubChem.
